PI4K2A inh: inhibitors of human PI4K2A; purified PI4K2A, ADP-Glo luminescence, 1 h; active compounds read low; activity change, negative = inhibition, % at 76.9 µM; 0.13% of 420,000 active; AID 1346378; in the data active means activity change below about -50%; inconclusive means mostly about -30% to -49%;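 further: -100% = wells without enzyme as full effect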
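In this quantitative HTS, ADP production by PI4K2A was quantified luminescently after 1 h at ambient temperature; 100 microM adenosine served as plate-quality control.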
TrxR1 substrate: substrates of rat thioredoxin reductase 1 | O89049 | purified TrxR1 substrate turnover, NADPH consumption readout | Potency, µM (doses to about 114 µM), inactives show top-dose activity change, negative = substrate turnover | 0.01% of 390,000 active | AID 588456; further: potency means the concentration at half of the fitted maximal effect; on the % scale 0 is the no-effect control and ±100 the full control effect; nearly all actives have a fitted effect of over 50% in size
Target sequence (O89049 whole entry, looked up): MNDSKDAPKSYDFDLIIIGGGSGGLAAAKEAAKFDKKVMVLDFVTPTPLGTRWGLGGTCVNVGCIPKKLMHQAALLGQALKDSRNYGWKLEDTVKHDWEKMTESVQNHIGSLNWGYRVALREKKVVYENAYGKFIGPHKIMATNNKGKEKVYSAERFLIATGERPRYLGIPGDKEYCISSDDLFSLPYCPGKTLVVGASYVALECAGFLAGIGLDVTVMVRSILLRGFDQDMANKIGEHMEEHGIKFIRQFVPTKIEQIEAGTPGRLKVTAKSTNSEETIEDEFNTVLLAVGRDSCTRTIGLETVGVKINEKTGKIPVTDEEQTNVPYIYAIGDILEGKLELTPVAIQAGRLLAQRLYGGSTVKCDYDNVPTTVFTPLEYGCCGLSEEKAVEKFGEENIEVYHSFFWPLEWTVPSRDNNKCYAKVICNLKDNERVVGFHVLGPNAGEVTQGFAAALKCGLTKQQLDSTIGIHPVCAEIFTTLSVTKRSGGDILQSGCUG
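Rat TrxR1, dispensed at 90 nM, was prereduced with 400 uM NADPH (final) for 5 min at ~22 deg C, then incubated with compound 15 min before 400 uM selenite. A first-read NADPH fluorescence drop versus no-compound background flagged substrates.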
GRP78 ERSR act: ER stress response induction in glioma | 0.02% of 420,000 active | U87-MG GRP78 promoter luciferase reporter, 16 h | Potency, µM, inactives show at the top dose activation, usual class: activators; further: potency means the concentration at half of the fitted maximal effect; series mostly up to about 76 µM; % of control where 0% means no effect; nearly all actives have a fitted effect of over 35% in size
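ERSR induction read as luciferase luminescence (Bright-Glo, 10 min at room temperature) in stably transfected human U87-MG glioma cells exposed to compounds for 16 h, using GRP78 as sensor.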
USP1-UAF1 inh: USP1/UAF1 (human) deubiquitinase inhibition. O94782. recombinant USP1/UAF1, Ub-Rhodamine cleavage fluorescence. Potency, µM (highest dose often 57.1 µM), for the others: at the top dose activity change, negative = inhibition, usual class: inhibitors. 0.23% of 390,000 active. AID 743255; further: potency means the concentration at half of the fitted maximal effect; on the % scale 0 is the no-effect control and ±100 the full control effect; nearly all actives have a fitted effect of over 60% in size; inactives centre near -12
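In this screen, compounds sit with the deubiquitinase complex (1nM) for 15 min at room temperature before Ub-Rho is added at 150nM final. Fluorescence rise is then followed for 6 reads every 60 seconds.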
LDHA inh: blocks human lactate dehydrogenase A; P00338; purified LDHA, NADH/diaphorase-resazurin fluorescence; active compounds read low; activity change, % (values are at about 110 or 230 µM); 0.15% of 480,000 active; AID 1347041; in the data active means activity change below about -30%; inconclusive means mostly about -25% to -30%;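 further: plate controls were DMSO wells for no effect and wells without enzyme for full effect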
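Human LDH5 (2 nM) was incubated with 0.06 mM NADH and 0.2 mM pyruvate for 5 min at room temperature in Tris pH 7.4. Remaining NADH was coupled through diaphorase/resazurin, and resorufin fluorescence was read at 0 and 20 min.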
IDH1 R132H inh: human IDH1 R132H inhibition; IDH1-R132H enzyme, NADPH consumption, diaphorase/resazurin fluorescence; O75874; Potency, µM (highest dose often 76.6 µM), for inactives: at the highest dose activity change, negative = inhibition, hits mostly inhibitors; 0.093% of 390,000 active; further: potency means the concentration at half of the fitted maximal effect; on the % scale 0 is the no-effect control and ±100 the full control effect; nearly all actives have a fitted effect of over 65% in size
Target sequence (O75874 whole entry R132H, stated change not applied): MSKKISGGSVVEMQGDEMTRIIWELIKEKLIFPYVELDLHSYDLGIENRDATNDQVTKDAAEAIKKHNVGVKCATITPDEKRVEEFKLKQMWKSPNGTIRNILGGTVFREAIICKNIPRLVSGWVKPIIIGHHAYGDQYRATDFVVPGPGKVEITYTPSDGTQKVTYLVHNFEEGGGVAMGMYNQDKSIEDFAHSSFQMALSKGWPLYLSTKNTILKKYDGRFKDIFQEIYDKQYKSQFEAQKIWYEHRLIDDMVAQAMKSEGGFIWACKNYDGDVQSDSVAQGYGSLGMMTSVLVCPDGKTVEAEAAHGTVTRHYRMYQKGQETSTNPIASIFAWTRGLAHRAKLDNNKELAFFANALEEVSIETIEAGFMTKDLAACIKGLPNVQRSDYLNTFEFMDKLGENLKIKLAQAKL
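IDH1-R132H (0.5 ug/mL dispensed) in pH 7.5 Tris buffer was preincubated 30 min with compound, then given a substrate mix of 0.016 mM NADPH and 2 mM alpha-KG for 80 min at room temperature; remaining NADPH was read by diaphorase/resazurin fluorescence.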
RXFP1 ag: activates the human relaxin receptor RXFP1; HEK293T-RXFP1 cAMP TR-FRET, 30 min; response scale: percent of porcine relaxin response, buffer zero; AID 2676; Q9HBX9; 0.3% of 370,000 active; Potency, µM (top dose mostly 57.5 µM), without a hit: at the top dose activation, hits mostly activators; further: potency means the concentration at half of the fitted maximal effect; on the % scale 0 is the no-effect control and ±100 the full control effect; nearly all actives have a fitted effect of over 60% in size; many of its hits are not listed in these tables
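cAMP rise read by TR-FRET after 30 min, 37C compound exposure (up to 58 uM) in RXFP1-transfected HEK293 cells with Ro 20174 present. EC50 from Hill-equation fits, with 29 nM porcine relaxin as 100% and buffer as basal.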
Vif-A3F inh: inhibitors of Vif-A3F interaction. AID 602313. 0.2% of 390,000 active. Potency, µM (series often up to 46.1 µM), without a hit: top-dose activity, negative = active. HeLa A3F-eYFP + Vif (tagged APOBEC3F with the HIV-1 protein that degrades it), YFP fluorescence increase; further: potency means the concentration at half of the fitted maximal effect; % of control where 0% means no effect; nearly all actives have a fitted effect of over 65% in size
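HeLa cells stably expressing A3F-eYFP plus Vif, plated and incubated overnight at 37 deg C, then exposed to compounds overnight at 37 deg C. Blocked degradation read as raised yellow fluorescence (Ex 488/Em 500-530).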
Vif-APOBEC3G blk: Vif-A3G binding inhibition; HeLa A3G-eYFP + Vif (tagged APOBEC3G with the HIV-1 protein that degrades it), YFP fluorescence, overnight; Potency, µM (doses to about 46.1 µM), for inactives: at the top dose activity, negative = active, usual class: inhibitors; Q9HC16; 0.076% of 410,000 active;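 further: potency means the concentration at half of the fitted maximal effect; on the % scale 0 is the no-effect control and ±100 the full control effect; nearly all actives have a fitted effect of over 60% in size; hits raise eYFP signal because A3G escapes Vif-driven loss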
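HeLa cells stably expressing Vif and C-terminally eYFP-tagged A3G, seeded overnight at 37 deg C, then exposed to compound by pintool overnight at 37 deg C. Rise in yellow fluorescence (Ex 488/Em 500-530, Acumen) marks blocked Vif-driven A3G degradation.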
Active calls of the source: *; ? = inconclusive; . = not tested or not shown; [ ] = dose if it differs, or a comment. Unless noted, the call rests on the fitted dose curve; in most records, active means well fitted curve in the direction sought with a large enough effect; inconclusive means small, poorly fitted or top-dose-only effect, or another doubt; inactive means no such curve, though single readings can be large; an effect the other way counts as inactive or inconclusive.

Each structure is followed by: PI4K2A inh	TrxR1 substrate	GRP78 ERSR act	USP1-UAF1 inh	LDHA inh	IDH1 R132H inh	RXFP1 ag	Vif-A3F inh	Vif-APOBEC3G blk
O=C(O)c1ccc(Cl)c(S(=O)(=O)NCC2CCCO2)c1 (configuration not stated)
→ -15	5%	-4%	-14%	1	0%	-0.3%	6%	1%
Cc1csc(NC(=O)c2ccc(-c3ccc(Cl)cc3Cl)o2)n1
→ 1	39%[activator]	-3%	-20%	-7	-7%	5.2%	-7%	-6%
COC(=O)[C@]1(C)N[C@H](CN(C)C(=O)Nc2ccc(Cl)cc2)[C@@H]2C(=O)N(Cc3ccccc3)C(=O)[C@@H]21
→ 5	-4%	-3%	-7%	1	0%	.	0%	-2%
Cc1ccccc1NC(=O)C(C)OC(=O)CNS(=O)(=O)c1ccc(C#N)cc1 (configuration not stated)
→ 2	-1%	-3%	-16%	-4	4%	0.4%	-6%	1%
Cc1ccc2[nH]c(CCN(C)C)c(CN3CCOCC3)c2c1
→ 13	5%	0%	-12%	-2	4%	-0.2%	-4%	-11%
CCN(CC(=O)Nc1ccc2c(c1)OCCO2)C(=O)c1cc(S(=O)(=O)N2CCOCC2)ccc1F
→ -4	-15%	1%	-21%	-2	-4%	0.4%	2%	1%
COc1ccc(CNC(=O)CCc2c(C)nc3cc(-c4ccccc4OC)nn3c2C)cc1
→ 3	5%	-10%	-16%	-7	0%	0.1%	11%	-4%
COc1ccc(C2Nc3ccccc3C(=O)N2C2CCCCC2)cc1 (configuration not stated)
→ 4	119%[activator]	-3%	-7%	-9	1%	2.3%	-1%	1%
O=C(NC(=S)NCc1ccccc1)c1ccc(Br)cc1
→ 2	-14%[57.1 µM]	2%	-3%	-2	7%	.	?	-1%
CCOC(=O)c1cc(C(C)C)sc1NC(=O)COC(=O)c1nccnc1N
→ 2	130%[activator]	-4%	-18%	0	1%	1.8%	-4%	-1%
CCc1cc2c(N3CCN(c4ccccc4)CC3)ncnc2s1
→ 5	-5%	-10%	-22%	-2	-1%	4.0%	5%	0%
C/C(=N\O)C(C)(C)Nc1ccc(Cl)cc1
→ -4	10%	-5%	-23%	-3	-5%	4.3%	12%	-10%
CC(C)C(NC(=O)C1CCCCC1)C(=O)NCCc1ccccc1 (configuration not stated)
→ 2	5%	-4%	-21%	0	0%	1.7%	-2%	-1%
CCN(CC)CCNC(=O)c1ccc(NC(=O)c2cccc(S(=O)(=O)N3CCCCCC3)c2)cc1
→ -3	7%	-2%	-3%	-4	3%	.	12%	-7%
CCOc1ccc(C(=O)c2cn(CC(=O)Nc3ccc(F)cc3)c3cc4c(cc3c2=O)OCO4)cc1
→ -1	-8%	-5%	-10%	2	8%	10%	1%	-2%
C1=C(CCNc2ncnc3c2[nH]c2ccccc23)CCCC1
→ -4	-3%[11.4 µM]	-3%	-26%	-2	-1%	-0.5%	-10%	-3%
c1ccc(-n2nnnc2Sc2ncnc3sc4c(c23)CCCC4)cc1
→ 3	18%	-1%	-12%	-1	-3%	1.6%	-3%	0%
Cc1c(Cl)cccc1NC(=O)Cc1ccc([N+](=O)[O-])cc1
→ -5	4%	-2%	-18%	-3	2%	0.3%	11%	-6%
NC(=O)CN1N=C(c2cc(Cl)sc2Cl)CSC1=O
→ 3	4%[57.1 µM]	-2%	-8%	2	12%	0.3%	8%	0%
NC(=O)c1ccc(NC(=O)CNCc2ccccc2Cl)cc1
→ 4	-11%[57.1 µM]	2%	-15%	-3	8%	1.9%	-8%	-2%
CCCCSc1nnc2c(n1)OC(c1ccc(Br)s1)Nc1ccccc1-2 (configuration not stated)
→ -3	-1%	4%	-7%	7	-6%	25%	1%	0%
Cn1ncc(Br)c1C(=O)NCc1cccs1
→ 0	0%	-6%	-11%	-3	7%	0.1%	0%	3%
Cn1cccc1CNCc1ccccc1Cl
→ -8	5%	-4%	-3%	-10	5%	2.1%	-1%	3%
Cn1c(=O)[nH]c(=O)c2c1nc(SCCN1CCCCC1)n2CCCc1ccccc1
→ 0	1%	-2%	-22%	3	1%	1.0%	.	-9%
CCOC(=O)CSc1nc2c(sc(=S)n2-c2ccc(CC)cc2)c(=O)[nH]1
→ -1	-6%	40µM*	?	-2	0%	-0.3%	2%	-20%
Cc1cccnc1C(c1ccc(F)cc1)N(C)C(=O)C1CCN(CCOc2ccc(Cl)cc2Cl)CC1 (configuration not stated)
→ 6	.	-12%	.	-1	.	.	.	-18%
CC/C(C)=N/Nc1nc2c(c(=O)[nH]c(=O)n2C)n1CCc1ccccc1
→ -1	20%	-1%	-14%	11	13%	2.4%	0%	0%
CC1(c2ccccc2)NC(=O)N(NC(=O)CSc2n[nH]c(N)n2)C1=O (configuration not stated)
→ 4	-6%	-4%	-8%	-11	-15%	0.0%	10%	-2%
Nc1nc(SCc2cccc([N+](=O)[O-])c2)n[nH]1
→ 2	9%	-2%	-11%	-1	1%	5.9%	-4%	-3%
CCCCNc1sc(S(=O)(=O)CCC)nc1S(=O)(=O)c1ccc(C)cc1
→ 4	-2%	-1%	?	-3	-3%	5.4%	-1%	2%

Complete entries from above.
CC(C)C(NC(=O)C1CCCCC1)C(=O)NCCc1ccccc1 (configuration not stated) across the screens: PI4K2A inh = 2; TrxR1 substrate = 5%; GRP78 ERSR act = -4%; USP1-UAF1 inh = -21%; LDHA inh = 0; IDH1 R132H inh = 0%; RXFP1 ag = 1.7%; Vif-A3F inh = -2%; Vif-APOBEC3G blk = -1%
Cn1ncc(Br)c1C(=O)NCc1cccs1 across the screens: PI4K2A inh = 0; TrxR1 substrate = 0%; GRP78 ERSR act = -6%; USP1-UAF1 inh = -11%; LDHA inh = -3; IDH1 R132H inh = 7%; RXFP1 ag = 0.1%; Vif-A3F inh = 0%; Vif-APOBEC3G blk = 3%

Further structures.
Each structure is followed by: PI4K2A inh	TrxR1 substrate	GRP78 ERSR act	USP1-UAF1 inh	LDHA inh	IDH1 R132H inh	RXFP1 ag	Vif-A3F inh	Vif-APOBEC3G blk
COc1ccc(/C=C2/SC(=O)N(CC(O)Cn3c4ccccc4c4ccccc43)C2=O)cc1 (configuration not stated)
→ -1	0%[57.1 µM]	-2%	-9%	-1	6%	-2.5%	11%	1%
CC(C)C[C@H](N)c1nnc(SCc2ccc(Cl)cc2)o1
→ 3	-2%	-1%	0%	-4	6%	-9.9%	-6%	0%
Cc1ccc2cn[nH]c2c1NC(N)=S
→ 1	-20%[57.1 µM]	-3%	-13%	2	3%	-1.0%	-9%	1%
Clc1ccc(Nc2nc(NCCN3CCOCC3)nc(N3CCOCC3)n2)cc1
→ -3	6%[57.1 µM]	-3%	-12%	-5	1%	-0.5%	2%	-8%
O=c1oc2ccccc2n1CCCOc1ccccc1Cl
→ 7	-7%	2%	-17%	3	-6%	-3.1%	-9%	-5%
CC(C)NC(=O)Nc1cccc2c1O[C@H](CN(C)C(=O)Nc1ccccc1)[C@@H](C)CN([C@H](C)CO)C2=O
→ -5	8%[57.1 µM]	-6%	18%	-3	-3%	.	-1%	-1%
Cc1cccc(C(=O)NC2CCN(C(=O)Nc3ccccc3C)CC2)c1
→ -8	13%[57.1 µM]	-2%	5%	-20	3%	-0.5%	-5%	0%
COCCNC(=O)c1ccc2c(=O)n(CCc3ccccc3)c(SCC(=O)CC(=O)OC)nc2c1
→ 1	3%[57.1 µM]	-1%	-5%	4	8%	2.4%	0%	0%
CCOC(=O)c1ccc(NC(=O)c2ccc(OC(C)C)c(OC)c2)cc1
→ 0	5%[57.1 µM]	1%	-6%	-3	2%	-0.3%	5%	-5%
COC(=O)c1cc([N+](=O)[O-])ccc1N1CCN(Cc2ccccc2)CC1
→ 0	-4%	-4%	-4%	-8	5%	0.0%	-8%	1%
O=C(NCc1ccco1)c1ccc(Cl)nc1
→ 4	-2%	6%	-16%	-4	-9%	-2.2%	1%	-3%
CCOC(=O)c1sc(NC(=O)C(C)(C)C)cc1C
→ 0	-1%	-1%	-26%	-3	2%	0.3%	4%	-1%
CCN1CCN(S(=O)(=O)Cc2ccccc2)CC1
→ -2	15%	-1%	-20%	-5	1%	1.0%	-10%	-4%

2 records picked at random from the list so far:
Each structure is followed by: PI4K2A inh	TrxR1 substrate	GRP78 ERSR act	USP1-UAF1 inh	LDHA inh	IDH1 R132H inh	RXFP1 ag	Vif-A3F inh	Vif-APOBEC3G blk
COc1ccc(C2Nc3ccccc3C(=O)N2C2CCCCC2)cc1 (configuration not stated)
→ 4	119%[activator]	-3%	-7%	-9	1%	2.3%	-1%	1%
CCOC(=O)CSc1nc2c(sc(=S)n2-c2ccc(CC)cc2)c(=O)[nH]1
→ -1	-6%	40µM*	?	-2	0%	-0.3%	2%	-20%

Compound activity as filed in PubChem.

Not all compounds are listed. The share of hits here may be higher or lower than overall.
